SRC3 inh: inhibitors of human steroid receptor coactivator 3 (SRC3). inhibition, % at 3.6 µM. HEK293 GAL4-SRC3 luciferase reporter, luminescence. actives 0.17% (n = 360,000);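 active = inhibition above a per-campaign cutoff, the mean of all compounds plus 3 SD, cut at about 60% in these data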;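 note: 0% = DMSO-treated cells and 100% = gossypol-treated cells at 36 µM; higher means less SRC3-driven luciferase light from the GAL4 reporter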
KKLEB tox: CF airway cell cytotoxicity counter-screen. AID 602141. actives 0.36% (n = 360,000). KKLEB CF airway cells viability, ATPlite luminescence, overnight; stronger effect = lower value; cells stimulated with P. aeruginosa culture filtrate. activity change (cytotoxicity), % at 5 µM;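 active = corrected activity change at or below -50% at 5 µM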
CF NFkB block: blocks PAF-induced NF-kB reporter in cystic fibrosis cells; AID 588850; inhibition, % at 5 µM; actives 0.86% (n = 360,000); KKLEB NF-kB-GFP reporter, GFP fluorescence overnight;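 active = at least 50% inhibition at 5 µM, scaled per plate between neutral and stimulator controls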;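 note: PAF is a Pseudomonas aeruginosa culture filtrate used as stimulus; plate controls were PAF-stimulated DMSO wells for no effect and unstimulated DMSO wells for full effect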
NCOA1 inh: inhibits human SRC1 coactivator | HEK293 GAL4-SRC1 luciferase reporter, luminescence | inhibition, % at 3.6 µM | actives 0.12% (n = 360,000) | Q15788;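 active = inhibition above the campaign mean plus 3 SD, with each screening campaign given its own cutoff, cut at about 60% in these data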;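 note: 0% = DMSO treated cells and 100% = gossypol at 36 µM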
TWEAK Fn14 block: inhibitors of TWEAK-Fn14 interaction signaling; TWEAK-stimulated Fn14 reporter cells, luciferase luminescence, 8 h; inhibition, % at 10 µM; actives 2% (n = 360,000); AID 1159606; in the data active = inhibition above about 50%
NR2F2 inh: inhibitors of human COUP-TFII (NR2F2); actives 0.7% (n = 370,000); HEK293T NGFI-A luciferase reporter, luminescence; inhibition, % at 8.6 µM;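 active = inhibition above a per-plate cutoff, mean inhibition of test wells between control levels plus 3 SD, cut at about 38% in these data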;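 note: cells cotransfected with COUP-TFII expression vector driving the NGFI-A reporter; 0% = median of COUP-TF2 test wells and 100% = reporter-only cells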
Target sequence (P24468 whole entry, looked up): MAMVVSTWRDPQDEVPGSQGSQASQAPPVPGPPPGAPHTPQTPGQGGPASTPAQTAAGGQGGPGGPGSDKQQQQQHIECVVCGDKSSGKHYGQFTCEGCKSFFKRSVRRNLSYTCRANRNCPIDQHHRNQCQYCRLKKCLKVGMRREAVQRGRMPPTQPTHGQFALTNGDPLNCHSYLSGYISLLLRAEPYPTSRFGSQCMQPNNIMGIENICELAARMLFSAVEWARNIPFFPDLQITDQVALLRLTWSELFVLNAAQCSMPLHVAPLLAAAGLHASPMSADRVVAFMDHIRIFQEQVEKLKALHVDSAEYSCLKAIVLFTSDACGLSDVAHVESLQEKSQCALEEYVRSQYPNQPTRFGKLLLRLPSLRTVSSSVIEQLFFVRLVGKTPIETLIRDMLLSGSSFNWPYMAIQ
Shn3 3UTR inh: reduces Shn3 3'UTR luciferase signal in osteoblasts. Clone20 osteoblast Shn3 3'UTR firefly luciferase, 24 h. inhibition, % at 12.5 µM. actives 0.52% (n = 360,000);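 active = mean inhibition of at least 75% with every replicate also reaching 75%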;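 note: 0% = median of neutral control wells and 100% = pilot-screen positive control compound; some compounds past the cut are filed as inactive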
NR5A2 inv ag: inverse agonists of human LRH-1 (NR5A2); O00482; HEK293T StAR-luciferase reporter, LRH-1 transfected, 24 h; inhibition, % at 3.6 µM; actives 0.13% (n = 360,000);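 active = inhibition above the mean inhibition of all tested compounds plus 3 SD, cut at about 73% in these data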;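 note: 0% = DMSO wells and 100% = reporter-only cells lacking LRH-1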
Target sequence (O00482 whole entry, looked up): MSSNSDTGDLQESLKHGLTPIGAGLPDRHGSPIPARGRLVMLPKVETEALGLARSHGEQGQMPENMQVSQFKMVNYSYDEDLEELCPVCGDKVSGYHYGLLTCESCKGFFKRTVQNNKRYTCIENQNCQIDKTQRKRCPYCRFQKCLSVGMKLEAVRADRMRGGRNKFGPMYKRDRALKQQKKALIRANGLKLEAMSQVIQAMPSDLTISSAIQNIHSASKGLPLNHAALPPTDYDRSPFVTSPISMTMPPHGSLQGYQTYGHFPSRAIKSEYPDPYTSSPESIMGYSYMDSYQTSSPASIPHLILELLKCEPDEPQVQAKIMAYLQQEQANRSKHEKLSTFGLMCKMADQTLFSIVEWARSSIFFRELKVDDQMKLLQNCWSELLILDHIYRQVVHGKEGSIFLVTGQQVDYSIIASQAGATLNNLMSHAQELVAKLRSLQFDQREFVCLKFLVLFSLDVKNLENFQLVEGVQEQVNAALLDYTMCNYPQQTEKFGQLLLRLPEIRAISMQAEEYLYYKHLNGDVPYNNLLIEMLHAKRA
C8 TRAIL sens: sensitizes caspase-8 expressing cells to TRAIL. inhibition (viability loss, TRAIL sensitization), % at 10 µM. AID 624354. actives 1% (n = 360,000). NB7+C8 cells + TRAIL, ATPlite viability luminescence;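 active = compounds causing at least 50% loss of cell viability in the single-dose screen, relative to plate controls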
LMP1 NFkB inh: Epstein-Barr LMP1 NF-kappaB reporter inhibition; LMP1-induced NF-kappaB luciferase reporter cells, luminescence; inhibition, % at 12.5 µM; actives 0.69% (n = 350,000); AID 504558; in the data active = inhibition above about 41%;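 note: 0% = neutral control wells and 100% = reference inhibitor control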
TROY NFkB inh: blocks TROY-dependent signaling in reporter cells; AID 1347056; actives 0.98% (n = 360,000); Q293 LMP1-TROYcd NF-kB luciferase reporter, 4 h; inhibition, % at 10 µM;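 active = compounds whose plate-normalised and pattern-corrected inhibition of the luciferase reporter signal at the single screening dose is 50% or more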
* hit, by the source's call; · = not tested or not shown. Only part of the results is shown (hit frequency here may not be typical).

No.	Molecule	TWEAK Fn14 block	TROY NFkB inh	NR5A2 inv ag	KKLEB tox	CF NFkB block	LMP1 NFkB inh	Shn3 3UTR inh	NCOA1 inh	C8 TRAIL sens	NR2F2 inh	SRC3 inh
1	O=C(Nc1nnc(S(=O)(=O)N2CCCCCC2)s1)c1ccccc1Cl	-6	1	7	28	-44	4	11	-8	5	0	11
2	CC[C@H](C)NC(=O)CCCCCn1c(=S)[nH]c2c([nH]c3ccc(OC)cc32)c1=O	-26	8	8	-11	-22	4	-8	-9	-4	1	-10
3	CCOC(=O)Cn1cc(C#N)c2cccc(CC)c21	-1	-12	9	-1	-40	-10	-24	23	2	-4	-8
4	Fc1ccccc1-n1c(-c2ccc3ccccc3n2)n[nH]c1=S	11	-38	-13	0	3	-7	-28	-16	-5	-2	4
5	CN1CCN(C(=S)Nc2cccc(S(=O)(=O)N(C)C)c2)CC1	3	2	-20	-9	4	-2	-5	-25	-9	6	10
6	COc1ccc2c(c1)c(CC(=O)O)c(C)n2C(=O)c1ccc(Cl)cc1	-28	1	-8	24	22	-3	-24	12	4	-28	16
7	Cn1c(SCC(=O)N2CCCC2)nnc1-c1ccc2c(c1)OCO2	2	-20	-12	17	-17	-7	7	-31	12	8	-8
8	CN(Cc1c(F)cccc1Cl)C(=O)CNC(=O)c1cccs1	13	-10	-37	1	5	2	-20	-60	-15	-20	-27
9	Cc1cccc(C)c1OCC(=O)N/N=C/c1ccc2c(c1)OCO2	-19	-6	18	4	4	1	-9	-5	3	-11	5
10	CCCCN1C(=O)N(CCc2ccc(F)cc2)S(=O)(=O)c2cc(C(F)(F)F)ccc21	-11	-18	13	6	-30	-1	-13	-4	4	-4	18
11	Cc1cc(NC(=O)c2cccc(C)c2[N+](=O)[O-])no1	5	6	-5	3	-5	0	-15	0	-1	8	-9
12	Cc1ccc(SC(C)C(=O)N2CCCC2)cc1 (stereo unspecified)	6	-6	8	21	-12	3	-23	-13	-17	-15	13

Continued, overlapping the part above by 3 compounds.
No.	Molecule	TWEAK Fn14 block	TROY NFkB inh	NR5A2 inv ag	KKLEB tox	CF NFkB block	LMP1 NFkB inh	Shn3 3UTR inh	NCOA1 inh	C8 TRAIL sens	NR2F2 inh	SRC3 inh
10	CCCCN1C(=O)N(CCc2ccc(F)cc2)S(=O)(=O)c2cc(C(F)(F)F)ccc21	-11	-18	13	6	-30	-1	-13	-4	4	-4	18
11	Cc1cc(NC(=O)c2cccc(C)c2[N+](=O)[O-])no1	5	6	-5	3	-5	0	-15	0	-1	8	-9
12	Cc1ccc(SC(C)C(=O)N2CCCC2)cc1 (stereo unspecified)	6	-6	8	21	-12	3	-23	-13	-17	-15	13
13	Cc1nnc(SCC(=O)Nc2sc3c(c2C(=O)c2ccccc2)CCCC3)s1	0	18	-10	2	-12	-1	-8	-7	0	13	15
14	COc1ccc(Nc2ncnc3sc(-c4ccccc4)cc23)c(OC)c1	-13	-29	1	-19	28	8	9	18	-4	12	27
15	COc1ccccc1N1CCN(C2CCCN(Cc3ccccc3OCCO)C2)CC1 (stereo unspecified)	25	11	9	-9	18	2	3	-4	0	10	4
16	CN(Cc1cn[nH]c1-c1ccc(-c2ccccc2)cc1)CC1CCOCC1	-31	-24	-42	-9	11	-20	-30	-32	14	-29	-13
17	O=C(O)c1cc(-c2ccc(/C=C3\NC(=O)N(c4ccc(Cl)cc4)C3=O)o2)ccc1Cl	2	-3	-17	0	8	-2	9	-66	-5	2	13
18	C/C(CC(=O)Nc1ccc(C)c(Cl)c1)=N\NC(=O)c1cccc(O)c1	-4	17	-21	-3	2	-1	10	-37	-2	-4	-22
19	C=CCN(Cc1ccc(OC)c(OC)c1)C(=O)c1cc2cc(F)ccc2[nH]1	-17	-22	26	-16	17	5	2	2	-1	19	-9
20	O=C(COC(=O)c1ccco1)Nc1cc(S(=O)(=O)N2CCCCC2)ccc1Cl	1	-3	6	6	7	2	0	-1	-6	-8	-14
21	C[C@@H]1CN([C@@H](C)CO)C(=O)c2cc(NC(=O)C3CC3)ccc2O[C@@H]1CN(C)Cc1ccc(Cl)c(Cl)c1	7	19	-3	8	-4	0	13	0	2	16	-2
22	CCOc1ccc2nc(NC(=O)CSCC(=O)Nc3cc(C)on3)sc2c1	-14	-29	-19	-2	0	-11	-50	-25	9	1	-17
23	O=C(CSc1ccccn1)NCc1ccc2c(c1)OCO2	22	-20	-10	-1	11	-10	-15	-2	-3	-6	-10
24	CCOc1ccc(NS(=O)(=O)c2ccc(NC(=S)NC(=O)CC(C)C)cc2)cc1	18	-20	2	2	-3	-3	11	-1	12	16	1

Six entries drawn at random from the list so far, as already listed:
No.	Molecule	TWEAK Fn14 block	TROY NFkB inh	NR5A2 inv ag	KKLEB tox	CF NFkB block	LMP1 NFkB inh	Shn3 3UTR inh	NCOA1 inh	C8 TRAIL sens	NR2F2 inh	SRC3 inh
20	O=C(COC(=O)c1ccco1)Nc1cc(S(=O)(=O)N2CCCCC2)ccc1Cl	1	-3	6	6	7	2	0	-1	-6	-8	-14
19	C=CCN(Cc1ccc(OC)c(OC)c1)C(=O)c1cc2cc(F)ccc2[nH]1	-17	-22	26	-16	17	5	2	2	-1	19	-9
17	O=C(O)c1cc(-c2ccc(/C=C3\NC(=O)N(c4ccc(Cl)cc4)C3=O)o2)ccc1Cl	2	-3	-17	0	8	-2	9	-66	-5	2	13
18	C/C(CC(=O)Nc1ccc(C)c(Cl)c1)=N\NC(=O)c1cccc(O)c1	-4	17	-21	-3	2	-1	10	-37	-2	-4	-22
24	CCOc1ccc(NS(=O)(=O)c2ccc(NC(=S)NC(=O)CC(C)C)cc2)cc1	18	-20	2	2	-3	-3	11	-1	12	16	1
21	C[C@@H]1CN([C@@H](C)CO)C(=O)c2cc(NC(=O)C3CC3)ccc2O[C@@H]1CN(C)Cc1ccc(Cl)c(Cl)c1	7	19	-3	8	-4	0	13	0	2	16	-2

(more compounds)
No.	Molecule	TWEAK Fn14 block	TROY NFkB inh	NR5A2 inv ag	KKLEB tox	CF NFkB block	LMP1 NFkB inh	Shn3 3UTR inh	NCOA1 inh	C8 TRAIL sens	NR2F2 inh	SRC3 inh
25	COc1ccc(NC(=O)c2ccccc2C)cc1	2	-43	-130	2	-2	5	-72	-111	25	-12	-94
26	CCOC(=O)[C@]12CCCC=C1N(Cc1cccc3ccccc13)C(=O)[C@H](CC(=O)N1CCCCC1)C2	11	0	-2	·	·	·	·	·	3	13	·
27	N#Cc1ccc(-c2csc(NC(=O)C3CC3)n2)cc1	-27	-51	-26	-2	-12	-8	4	-12	7	-43	-21
28	O=C(NCc1ccccc1Cl)C1CCC(=O)N(C2CC2)C1 (stereo unspecified)	-10	-12	6	14	-17	-4	-17	11	-1	4	-31
29	CCOC(=O)c1c(/N=C/C2C(=O)CC(C)(C)CC2=O)sc(C)c1C	-11	-23	3	-2	0	3	-22	-8	2	2	13
30	CCc1ccc(Nc2n[n+](-c3ccccc3)c(-c3ccc(OC)c(Br)c3)s2)cc1	-27	-3	-38	-12	24	3	12	-20	43	3	12
31	CCOc1ccccc1OCCCC(=O)Nc1nc2ccccc2[nH]1	15	-21	18	6	27	2	-5	-1	-3	5	-31
32	CC(C)(C)NC1=CC(=O)OC12CCCCC2	-1	-9	0	7	-3	2	-23	8	-5	-4	12
33	Cc1cccc(-n2c(Cc3cc(=O)[nH]c(=O)[nH]3)nnc2SCC(=O)N2CCc3ccccc32)c1	14	1	-5	-1	-20	3	4	-1	10	-4	-6
34	CCOc1ncccc1C(=O)N1CCN(c2cc(Cl)ccc2C)CC1	-15	17	14	-10	21	3	22	-6	-27	-18	11
35	COc1ccc(-c2ncncc2-c2csc(C)n2)c(O)c1OC	-11	12	7	-10	3	2	-22	1	-9	0	-2
36	COc1ccc(CNC(=O)Cn2cccc2C(=O)c2ccccc2C)cc1	-1	-53	-55	9	-11	-23	-33	-41	-17	-14	-18

A few values from the results shown:
Value for no. 34 in C8 TRAIL sens: -27
Value for no. 26 in TROY NFkB inh: 0
Value for no. 25 in KKLEB tox: 2

The listing continues:
No.	Molecule	TWEAK Fn14 block	TROY NFkB inh	NR5A2 inv ag	KKLEB tox	CF NFkB block	LMP1 NFkB inh	Shn3 3UTR inh	NCOA1 inh	C8 TRAIL sens	NR2F2 inh	SRC3 inh
37	CNc1nc(-c2ccccn2)nnc1-c1ccccc1	4	1	-10	-2	-4	3	56	-12	-3	4	4
38	CC(=O)SCC(C)C(=O)NCc1ccccc1 (stereo unspecified)	10	-6	-4	7	1	-4	16	4	-3	-3	14
39	COc1ccccc1OCC(=O)N/N=C1/C=C(C)CC1	-12	7	-7	-1	16	0	-13	5	-4	11	-1
40	Cn1cnnc1SC1c2cccc3cccc(c23)C1NS(=O)(=O)c1ccccc1 (stereo unspecified)	5	1	2	9	-1	-12	14	-1	-1	-8	-24
41	O=C(c1[nH]nc2c1CCc1ccccc1-2)N1CCN(Cc2ccc3c(c2)OCO3)CC1	37	35	13	1	6	13	32	20	24	·	3
42	COc1ccc(NC(=O)c2ccccc2-c2ccccc2)cc1	4	5	-1	4	3	-3	2	-8	-5	11	19
43	COc1ccc(C2c3c(c(C)c(C)oc3=O)Oc3c(C)c(C)oc(=O)c32)cc1	2	-4	5	-8	-25	0	4	-23	-12	-2	11
44	CCNC(=O)N(C)c1c(CC)nc2ccc(C(=O)N3CCN(S(=O)(=O)CC)CC3)cn12	4	13	1	10	-1	·	-18	-9	-10	4	-13
45	CCOC(=O)C1CCCN(C(=O)c2ccc(S(=O)(=O)Nc3ccccc3OC)cc2)C1 (stereo unspecified)	-11	-8	6	6	4	-4	3	6	-2	-9	16
46	Cc1ccnc(NS(=O)(=O)c2ccc(NC(=O)c3oc4ccc(F)cc4c3C)cc2)n1	-1	17	-13	0	9	-9	10	12	5	9	-11
47	CCOC(=O)c1cccc(NC(=O)c2ccc(NC(=O)C3CCCO3)cc2)c1 (stereo unspecified)	-2	2	-29	-1	-22	-2	-7	15	6	2	4
48	O=C(COC(=O)C(c1ccccc1)c1ccccc1)NCc1ccco1	-5	-10	-16	2	-7	3	-2	2	-3	12	13
49	CCOc1ccc2[nH]c(=O)c(CN(Cc3cccs3)Cc3nnnn3C(C)(C)CC)cc2c1	37	14	17	2	10	15	24	-6	9	0	11
50	CCOc1ccc(S(=O)(=O)N2CCN(Cc3ccco3)CC2)cc1	-8	-3	-4	4	3	4	6	7	-9	9	9
51	O=C(Cc1ccc([N+](=O)[O-])cc1)Nc1cccc(C(=O)N2CCCC2)c1	9	11	2	-1	-26	0	4	-6	12	7	4
52	CCc1nc(NC(=O)NS(=O)(=O)c2ccccc2C(=O)OC)nc(OC)n1	5	6	14	-7	-1	-6	9	-15	5	0	-9
53	CN(C)c1ccc(C(CNC(=O)COc2ccc(Cl)cc2)N2CCCC2)cc1 (stereo unspecified)	-22	12	7	-7	9	-3	6	-6	-6	3	13
